# Screening data as filed in PubChem BioAssay.
# PHOSPHO1 block: PHOSPHO1 (human) inhibition | inhibition, % at 13.3 µM | Q8TCT1 | AID 1565 | 1.1% of 290,000 active | recombinant PHOSPHO1, absorbance phosphatase assay; in the data active = inhibition above about 60%
# NALP1 yeast inh: blocks the NALP1 inflammasome reconstituted in yeast. S. cerevisiae NALP1/ASC/caspase-1 growth, X-gal OD620, 72 h. inhibition, % at 10 µM. 0.61% of 280,000 active. AID 2071; in the data active = inhibition mostly above about 24%, no sharp cut-off; inactive = mostly below about 32%; also: some compounds called inactive have numbers as strong as hits
# IDE cell inh: cellular human IDE inhibition; P14735; HEK cells, FAbetaB cleavage, fluorescence polarization; inhibition, % at 5.59 µM; 0.41% of 320,000 active; AID 434962;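 active = percent inhibition above the average of all tested compounds plus 3 SD, set per screening campaign, cut at about 16% in these data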;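 also: IDE supplied by intact live HEK cells; FP after avidin binding of uncleaved biotin substrate so inhibition keeps polarization high; 0% = DMSO wells and 100% = 60 µM reference IDE inhibitor Ii1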
# Target sequence (P14735 whole entry, looked up): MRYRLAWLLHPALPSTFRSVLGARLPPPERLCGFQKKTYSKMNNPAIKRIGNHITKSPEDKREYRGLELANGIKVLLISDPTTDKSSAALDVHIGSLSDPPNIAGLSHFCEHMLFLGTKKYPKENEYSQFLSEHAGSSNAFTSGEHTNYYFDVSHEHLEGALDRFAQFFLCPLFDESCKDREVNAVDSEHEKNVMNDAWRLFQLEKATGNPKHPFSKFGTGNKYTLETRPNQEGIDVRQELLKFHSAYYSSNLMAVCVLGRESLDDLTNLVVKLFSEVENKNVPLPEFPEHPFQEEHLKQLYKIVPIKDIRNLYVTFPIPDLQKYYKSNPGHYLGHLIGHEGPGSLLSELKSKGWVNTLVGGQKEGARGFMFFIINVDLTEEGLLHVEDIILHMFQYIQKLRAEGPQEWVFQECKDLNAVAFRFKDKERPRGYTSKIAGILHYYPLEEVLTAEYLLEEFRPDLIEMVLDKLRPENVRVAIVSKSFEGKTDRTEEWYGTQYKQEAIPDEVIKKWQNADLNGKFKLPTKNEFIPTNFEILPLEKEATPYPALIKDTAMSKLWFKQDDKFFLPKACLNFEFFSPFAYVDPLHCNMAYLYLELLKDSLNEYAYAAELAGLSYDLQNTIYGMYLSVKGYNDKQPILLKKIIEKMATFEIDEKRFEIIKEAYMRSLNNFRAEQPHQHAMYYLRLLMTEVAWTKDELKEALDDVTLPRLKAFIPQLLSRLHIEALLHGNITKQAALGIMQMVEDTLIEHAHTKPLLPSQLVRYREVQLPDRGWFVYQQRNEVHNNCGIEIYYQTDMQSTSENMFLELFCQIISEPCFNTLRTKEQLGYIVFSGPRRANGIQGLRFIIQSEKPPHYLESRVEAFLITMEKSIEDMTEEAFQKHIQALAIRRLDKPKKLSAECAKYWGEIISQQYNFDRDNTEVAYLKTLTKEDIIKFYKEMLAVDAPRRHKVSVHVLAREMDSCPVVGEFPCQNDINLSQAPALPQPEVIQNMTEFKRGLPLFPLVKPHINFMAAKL
# VIM-2 inh: blocks Pseudomonas aeruginosa VIM-2 metallo-beta-lactamase; purified VIM-2, nitrocefin hydrolysis, epi-absorbance fluorescence; inhibition, % at 5.6 µM; 0.89% of 290,000 active; AID 1527;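 active = inhibition above the mean of all tested compounds plus 3 SD, cutoff set per screening run, cut at about 7.5% in these data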;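 also: red hydrolysis product quenches plate fluorescence so inhibitors raise well fluorescence; 0% = enzyme with DMSO and 100% = DMSO without enzyme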
# GPR7 antag: human neuropeptides B/W receptor 1 antagonism; P48145; GPR7-expressing cells, fluorescence antagonist assay; inhibition, % at 4.4 µM; 1.1% of 290,000 active; AID 1861; in the data active = inhibition above about 16%, passing the limit was not always enough;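 also: cells stimulated with the agonist NPW; 0% = agonist with vehicle and 100% = vehicle without agonist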
# pCIP destab: compounds decreasing mouse p/CIP protein stability; 0.01% of 290,000 active; F442A p/CIP-EGFP cells, EGFP fluorescence, 16 h; decrease of EGFP signal, % at 10 µM;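 active = EGFP signal decrease of at least 30% at 10 µM or well 3 SD below plate mean, unless failing retest; inactive = the rest, including hits failing retest or dose response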; also: some compounds called inactive have numbers as strong as hits; many of its hits are not listed in these tables
# IDE cell activ: IDE (human) activation, cell-based; P14735; HEK cells, FAbeta-B cleavage, fluorescence polarization; 0% vehicle, 100% cell-free pure enzyme wells; activation, % at 5.96 µM; 0.073% of 340,000 active; AID 493087;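 active = activation above the mean of all tested compounds plus 3 SD, set per screening campaign, cut at about 17% in these data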
# M18AAP inhibitor: blocks P. falciparum M18 aspartyl aminopeptidase. recombinant PfM18AAP, H-Glu-NHMec fluorogenic cleavage. inhibition, % at 7.35 µM. 1.2% of 290,000 active;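 active = inhibition above the campaign mean inhibition over all tested compounds plus 3 SD, cut at about 28% in these data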;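 also: 0% = plate median of test compound wells and 100% = 2 mM ZnCl2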
# IMP-1 inh: blocks Pseudomonas aeruginosa IMP-1 metallo-beta-lactamase; purified IMP-1, nitrocefin hydrolysis, epi-absorbance fluorescence; inhibition, % at 5.6 µM; 0.45% of 290,000 active; AID 1556;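 active = inhibition above the mean plus 3 SD of all compounds in the same screening run, cut at about 4.5% in these data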;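 also: 0% = IMP-1 with DMSO and 100% = DMSO wells lacking enzyme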
#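 assay system = purified recombinant IMP-1 metallo-beta-lactamase enzyme | schedule = 15 min preincubation plus 25 min reaction at 25 °C | signal = Epi-absorbance fluorescence, 480 nm excitation, 530 nm emission | read-out basis = percent inhibition from optical density relative to buffer-blank wells | controls = IMP-1 with DMSO as 0%, enzyme-free DMSO as 100%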
# Active calls of the source: *; x = no result given.
# Short forms: A = PHOSPHO1 block; B = NALP1 yeast inh; C = IDE cell inh; D = VIM-2 inh; E = GPR7 antag; F = pCIP destab; G = IDE cell activ; H = M18AAP inhibitor; I = IMP-1 inh
COc1ccccc1Cc1nc(-c2cccnc2)no1
  A: 12; B: 22; C: 3; D: 0.2; E: 4; F: -13; G: 3; H: -1; I: -1.7
CC(=O)Nc1sc(N/N=C\c2ccccc2)nc1-c1cccs1
  A: -13; B: 29; C: -1; D: -1.7; E: 4; F: -9; G: -4; H: 20; I: -4.0
CC(=O)Nc1ccc(S(=O)(=O)Nc2ccc(S(=O)(=O)N3CCCCCC3)cc2)cc1
  A: 28; B: 13; C: 2; D: -4.5; E: -3; F: 5; G: 4; H: -11; I: -4.8
CCCn1c(O)c(/C=C2\C=NN=C2c2ccccc2)sc1=S
  A: 35; B: 24; C: 1; D: -0.5; E: 1; F: 4; G: 0; H: 10; I: -4.0
COc1ccc(CN(Cc2cccn2C)S(=O)(=O)c2ccc(C)cc2)cc1
  A: 27; B: x; C: -2; D: -1.1; E: -9; F: -20; G: 5; H: -1; I: -4.0
COc1ccc(C(CNC(=O)c2ccc(N3CCCC3=O)cc2)N(C)C)cc1 (centres undefined)
  A: 14; B: 10; C: -5; D: -3.4; E: -2; F: -4; G: 6; H: 0; I: -1.8
CCN(CC)CCN(Cc1cc2ccc(C)cc2[nH]c1=O)C(=O)Nc1ccc(Cl)cc1
  A: -1; B: -2; C: 1; D: 1.2; E: -13; F: 3; G: 6; H: 4; I: -1.6
O=C(NCC1(N2CCOCC2)CCCCC1)c1ccc(S(=O)(=O)Nc2ccccc2F)cc1
  A: 32; B: 24; C: -4; D: -0.7; E: -2; F: -15; G: 3; H: -9; I: 2.4
COc1ccccc1CNC(=O)COc1ccc(S(=O)(=O)N2CCOCC2)cc1C
  A: 39; B: -1; C: -2; D: -3.5; E: -9; F: -6; G: -2; H: -4; I: -1.6
COc1ccccc1CNCC(=O)N1CC(=O)Nc2ccccc21
  A: 40; B: -1; C: -6; D: -3.7; E: -17; F: 1; G: 1; H: 3; I: -2.3
Cc1ccc(CC(=O)NCCC(=O)O)cc1
  A: 28; B: -64; C: -3; D: -1.8; E: -4; F: 5; G: -3; H: 2; I: -3.9
CC(=O)Nc1ccc(N(C(=O)CNC(=O)c2ccco2)C(C(=O)NC2CCCC2)c2ccco2)cc1 (centres undefined)
  A: 12; B: 6; C: -2; D: -3.6; E: -4; F: -5; G: 0; H: -2; I: -4.0
O=C(CNC(=O)c1ccccc1)NCC1COc2ccccc2O1 (centres undefined)
  A: -2; B: -6; C: 0; D: -4.3; E: -8; F: -3; G: 2; H: 3; I: -4.7
Cc1cc(C)c(-c2csc(Cc3nc(-c4cc5ccccc5oc4=O)cs3)n2)cc1C
  A: 1; B: 10; C: 6; D: -1.3; E: -11; F: 1; G: -2; H: 4; I: -3.3
Cc1ccc(S(=O)(=O)CC(=O)Nc2nc(-c3ccccc3)cs2)cc1
  A: 2; B: 28; C: 3; D: -0.8; E: 6; F: 8; G: -1; H: -2; I: 0.8
COc1ccc(NC(=O)c2ccc(COc3ccccc3Br)o2)cc1OC
  A: -2; B: -6; C: 2; D: 0.4; E: -11; F: 5; G: -2; H: -29; I: -4.2
Cc1cc(C)c(C(=O)C(C)OC(=O)Cc2n[nH]c(=O)c3ccccc23)cc1C (centres undefined)
  A: 30; B: 20; C: 6; D: 0.2; E: -12; F: -13; G: 6; H: 1; I: -0.4
C=CCn1c(SCc2nc3ccccc3c(=O)[nH]2)nnc1-c1cc2cc(Cl)ccc2o1
  A: -20; B: 27; C: -4; D: -2.2; E: -16; F: -3; G: 2; H: -3; I: -1.4
COc1ccc(NC(=O)CSc2nnnn2-c2ccccc2F)cc1
  A: 40; B: 8; C: 1; D: 1.5; E: 4; F: -5; G: 4; H: -10; I: 0.0
COc1ccc(-c2nc(CS(=O)CC(=O)NCc3ccc4c(c3)OCO4)c(C)o2)cc1 (centres undefined)
  A: 20; B: 5; C: 4; D: -6.0; E: -5; F: 1; G: 3; H: 4; I: -0.3

# A few values from the entries so far.
# Value for CC(=O)Nc1ccc(N(C(=O)CNC(=O)c2ccco2)C(C(=O)NC2CCCC2)c2ccco2)cc1 (centres undefined) in VIM-2 inh: -3.6
# Value for COc1ccc(-c2nc(CS(=O)CC(=O)NCc3ccc4c(c3)OCO4)c(C)o2)cc1 (centres undefined) in NALP1 yeast inh: 5
# Value for COc1ccc(NC(=O)CSc2nnnn2-c2ccccc2F)cc1 in pCIP destab: -5
# Value for Cc1ccc(CC(=O)NCCC(=O)O)cc1 in IDE cell activ: -3

# The results go on.
# Short forms: A = PHOSPHO1 block; B = NALP1 yeast inh; C = IDE cell inh; D = VIM-2 inh; E = GPR7 antag; F = pCIP destab; G = IDE cell activ; H = M18AAP inhibitor; I = IMP-1 inh
COc1ccccc1C(=O)C1CCCN(C(=O)c2cc(CC(C)C)nc(C)n2)C1 (centres undefined)
  A: 18; B: 6; C: 2; D: -1.3; E: -18; F: 8; G: 2; H: 2; I: -2.6
CCc1ccc(NC(=S)N(CCOC)C2CCN(C(C)=O)CC2)cc1
  A: 22; B: 4; C: 1; D: -1.1; E: -17; F: -18; G: -2; H: -3; I: -1.4
NC(=O)c1sc2nc3c(cc2c1N)CCC3
  A: -9; B: -3; C: 3; D: -0.4; E: -9; F: 2; G: 1; H: 16; I: -1.6
CCOC(=O)N1CCC(N2C(=O)c3ccccc3C2Nc2ccc(S(=O)(=O)N(CC)CC)cc2)CC1 (centres undefined)
  A: -4; B: 3; C: -5; D: -1.9; E: -4; F: -2; G: 3; H: 6; I: -3.1
CC1(C)CN(c2cccc(-c3ccnc4ncnn34)c2)C1=O
  A: 49; B: -17; C: 7; D: 0.4; E: 1; F: -5; G: 3; H: -8; I: -1.3
O=C(COc1ccc2ccc(=O)oc2c1)NCCCN1CCCC1=O
  A: 5; B: -6; C: 7; D: -2.1; E: 0; F: 0; G: 4; H: 3; I: -1.1
Cc1c(C#N)c2ccccc2n1CC(=O)N1CCc2ccccc2C1
  A: 20; B: x; C: -3; D: -1.2; E: 0; F: -7; G: 4; H: -5; I: -3.4
O=c1[nH]c(SCc2cccc(F)c2)nc2c1CCCC2
  A: 17; B: 28; C: 6; D: 0.9; E: 0; F: 2; G: 2; H: -4; I: 0.6
CCCCn1c(SCC(=O)N2CCOCC2)nnc1-c1cccs1
  A: -5; B: -10; C: -1; D: -0.2; E: -4; F: -33; G: 3; H: -15; I: -7.2
O=C(CCN1C(=O)/C(=C\c2cccs2)SC1=S)Nc1nccs1
  A: 12; B: 21; C: 3; D: -6.3; E: -8; F: 0; G: 4; H: 1; I: -3.6
Cc1ccsc1C(=O)OCC(=O)NCCC1=CCCCC1
  A: 2; B: 32; C: 6; D: -2.0; E: -8; F: -9; G: 3; H: -6; I: -0.8
Cc1ccc2cc(C#N)c(NCCNC(=O)C3CCC3)nc2c1C
  A: 2; B: 19; C: 3; D: -1.1; E: -5; F: -12; G: -4; H: 2; I: -2.1
COCCCn1c(=O)/c(=C\c2ccccc2OC(F)F)s/c1=C(/C#N)C(=O)N1CCOCC1
  A: -26; B: 17; C: -2; D: -2.4; E: -13; F: -4; G: 0; H: -7; I: 0.0
O=C(c1cccs1)C1CCCN(Cc2nc(Cc3ccccc3F)no2)C1 (centres undefined)
  A: 22; B: 10; C: 1; D: -4.0; E: -9; F: -9; G: 0; H: -6; I: -3.9
CCN(CC)C(=O)CNc1ccc(C(F)(F)F)cc1[N+](=O)[O-]
  A: 9; B: -2; C: 3; D: 0.8; E: -8; F: 7; G: 3; H: -9; I: -0.2
O=S(=O)(c1ccccc1)c1cnn2c(C(F)(F)F)cc(-c3ccccc3)nc12
  A: 12; B: 6; C: 1; D: -4.0; E: -11; F: 1; G: 1; H: -6; I: -2.2
CCC(C(=O)NCCN1CCOCC1)n1nc(C)n2c(cc3sccc32)c1=O (centres undefined)
  A: -4; B: 21; C: -7; D: -1.5; E: -1; F: 0; G: 2; H: -8; I: 0.0
CCOc1ccccc1NC(=O)C(OC(=O)c1ccccc1NS(=O)(=O)c1cccs1)c1ccccc1 (centres undefined)
  A: -8; B: 7; C: -2; D: -4.0; E: -5; F: 2; G: 6; H: -1; I: -5.6
COc1cc(/C=C/C(=O)N2CCc3ccccc3C2)cc(OC)c1OC
  A: 34; B: 10; C: -1; D: 1.0; E: -15; F: 4; G: 3; H: 0; I: 0.1
CNC(=O)CSc1nc2ccccc2c(=O)n1CCc1ccccc1
  A: -138; B: 3; C: -7; D: -2.8; E: -11; F: 13; G: 6; H: -10; I: -1.5
CC(C)CNC(=S)NC1CC2CCCC(C1)N2C1CCCCC1 (centres undefined)
  A: 32; B: 0; C: 0; D: -0.2; E: -7; F: 4; G: -4; H: -1; I: -3.3
O=C(O)c1cc(-c2ccccc2)n(-c2ccccc2)n1
  A: 0; B: -1; C: -2; D: -1.4; E: -11; F: -12; G: 1; H: 3; I: -3.2
Clc1ccccc1N1CCN(c2ncnc3nc[nH]c23)CC1
  A: -2; B: 26; C: 4; D: 1.8; E: 4; F: -2; G: 5; H: -1; I: -1.0
Cc1ccc(NC(=O)OCC(F)(F)C(F)F)cc1NC(=O)OCC(F)(F)C(F)F
  A: 1; B: 2; C: 0; D: -0.6; E: -1; F: 1; G: 0; H: 6; I: -2.8
CSc1ccccc1C(=O)N1CCN(c2ncccn2)CC1
  A: 21; B: -19; C: 1; D: -2.5; E: -2; F: 0; G: -7; H: -3; I: -3.2
Oc1ccc(Cl)cc1CNc1cnc2ccccc2c1
  A: 9; B: -1; C: 1; D: 0.0; E: -17; F: -1; G: -8; H: 4; I: -4.7
COc1cc(CN2CCN(Cc3ccc(C(F)(F)F)cc3)CC2)cc(OC)c1OC
  A: -2; B: 26; C: 4; D: -1.8; E: -8; F: -2; G: -1; H: 0; I: -3.3
O=C(COc1nc2ccccc2nc1N1CCOCC1)Nc1cccc(S(=O)(=O)N2CCCCC2)c1
  A: -6; B: 13; C: -3; D: -3.9; E: 3; F: 0; G: 2; H: -2; I: -3.9
Cc1c(C(=O)C(=O)NCc2ccco2)c2ccccc2n1C
  A: -20; B: -8; C: -5; D: -1.5; E: -12; F: 0; G: 2; H: 2; I: -1.7

# Single records (already shown). Order of values: PHOSPHO1 block	NALP1 yeast inh	IDE cell inh	VIM-2 inh	GPR7 antag	pCIP destab	IDE cell activ	M18AAP inhibitor	IMP-1 inh
# Cc1ccc(NC(=O)OCC(F)(F)C(F)F)cc1NC(=O)OCC(F)(F)C(F)F as listed: 1	2	0	-0.6	-1	1	0	6	-2.8
# Clc1ccccc1N1CCN(c2ncnc3nc[nH]c23)CC1 as listed: -2	26	4	1.8	4	-2	5	-1	-1.0

# Four compounds from above, limited to IMP-1 inh and M18AAP inhibitor.
SMILES	IMP-1 inh	M18AAP inhibitor
CC(C)CNC(=S)NC1CC2CCCC(C1)N2C1CCCCC1 (centres undefined)	-3.3	-1
CSc1ccccc1C(=O)N1CCN(c2ncccn2)CC1	-3.2	-3
O=C(O)c1cc(-c2ccccc2)n(-c2ccccc2)n1	-3.2	3
COc1cc(CN2CCN(Cc3ccc(C(F)(F)F)cc3)CC2)cc(OC)c1OC	-3.3	0
